# Bioassay records (PubChem)
# SKKanGAS inh: blocks kanamycin growth of S. pyogenes SKKanGAS strain; BacTiter-Glo, 6 h; inhibition, % at 7.5 µM; hit rate 1.3% among 300,000;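 active = mean replicate score, as percent of positive control median, at least 50; inconclusive = mean below 50 but one replicate at or above 50; inactive = mean and every replicate below 50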;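 also: strain carries kanamycin resistance gene driven by streptokinase promoter and grows in 40 µg/ml kanamycin; loss of luminescence reflects streptokinase promoter inhibition or plain growth inhibition; 0% = median of DMSO wells and 100% = positive control at its reference dose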
# IEC-6 tox: counter-screen for KLF5 inhibitors: cytotoxicity in IEC-6 cells; hit rate 0.78% among 290,000; IEC-6 cytotoxicity, luminescence viability; inhibition, % at 5 µM; AID 1825; in the data active = inhibition above about 22%;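 also: 0% = plate median of test compound wells and 100% = cytotoxic reference compound wells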
# Platelet DG rel: modulates dense granule release in human platelets; human platelet-rich plasma, SFLLRN dense granule ATP release, luminescence; inhibition, %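 (compounds screened at 7.5 µM in platelet-rich plasma)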; hit rate 0.22% among 300,000; AID 1663;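 active = mean replicate score, as percent of positive control, at or above 50; inconclusive = mean below 50 but at least one replicate at or above 50; inactive = mean and every replicate below 50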
# KLF5 inhibitor: kruppel-like factor 5 inhibition | inhibition, % at 5 µM | hit rate 0.23% among 290,000 | DLD-1 KLF5 promoter-luciferase reporter, luminescence;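 active = inhibition above a per-plate limit of that plate's mean compound inhibition plus 3 SD, cut at about 60% in these data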;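 also: 0% = DMSO wells and 100% = LY294002 at 200 µM; higher means less KLF5 promoter-driven luciferase light; inactives centre near -14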
# HSP90 inh: blocks HSP90-mediated luciferase refolding in reticulocyte lysate; Rabbit reticulocyte lysate, luciferase refolding luminescence, 3 h; inhibition, % at 5.6 µM; hit rate 0.91% among 290,000; AID 1789;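 active = inhibition above the screen-wide mean plus 3 SD, computed separately per campaign, cut at about 16% in these data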;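 also: 0% = DMSO wells and 100% = 60 µM geldanamycin wells; inhibitors lower the luminescence because luciferase stays unfolded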
# AI-2 QS modul: modulates the Vibrio harveyi AI-2 quorum sensing system. Vibrio harveyi JMH597 AI-2 luminescence/OD600 ratio, 9 h; hits give low values; strain lacks LuxN and CqsS sensors; 0 = neutral-control median. activity change, % at 7.5 µM. hit rate 0.4% among 300,000; in the data active = activity change below about -75%, passing the limit was not always enough; inconclusive = no clear call, values can overlap the other calls;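 also: luminescence divided by OD600 gain over 9 h not by final OD600 alone; inactives centre near 13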
# HSF-1 act: increases HSF-1 driven luciferase reporter signal. NIH3T3-HGL HSF-1 luciferase reporter, MG132, 8 h; 100% = twice DMSO control signal. activation, % at 9 µM. hit rate 1.7% among 300,000. AID 504408;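 active = mean replicate activation of at least 50% with a set share of replicates each reaching 50%; inconclusive = only one of those two conditions met; inactive = mean below 50% and too few replicates reaching it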;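 also: 0% = median of the neutral control wells and 100% = twice that signal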
# HIF act: HIF pathway transcriptional activation | U2OS HRE-luciferase reporter, luminescence; normalized: DMSO 0%, desferrioxamine 100% | activation, % at 7.5 µM (by protocol) | hit rate 0.32% among 300,000 | AID 1910;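 active = mean activation of at least 10% of the iron chelator positive control signal, with at least half of replicates also reaching 10%; inconclusive = mean and replicate majority disagree about reaching 10%; inactive = mean and most replicates under 10%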
# aSyn 5UTR inh: MLPCN primary screen, SNCA 5' untranslated region | alpha-synuclein 5'UTR reporter, inhibitor activity | inhibition, % (tested at 7.5 µM) | hit rate 0.82% among 300,000; in the data active = inhibition above about 60%; inconclusive = no clear call, values can overlap the other calls;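 also: H4 neuroglioblastoma cells stably carrying SNCA 5'UTR luciferase fusion; 0% = DMSO wells and 100% = positive control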
# HSF1 inh: HSF1 inhibition; NIH3T3-HGL HSE-luciferase, MG132-induced, luminescence 8 h; hits give low values; activity change, negative = inhibition, % at 7.5 µM (by protocol); hit rate 0.77% among 300,000;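 active = more than half of replicate wells show activity change below -50%, luminescence cut by over half; inconclusive = some wells, but at most half, below -50%; inactive = no replicate well below -50%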;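 also: luciferase reports HSF-1 transcriptional activity via heat shock element; 0% = median of DMSO wells and -100% = zero luminescence signal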
# Active calls of the source: *; ? = inconclusive; . = no result given.
# Every second line gives: SKKanGAS inh	IEC-6 tox	Platelet DG rel	KLF5 inhibitor	HSP90 inh	AI-2 QS modul	HSF-1 act	HIF act	aSyn 5UTR inh	HSF1 inh
Cc1ccc(NC(=O)c2cc(-n3cnnc3)ccc2Cl)c(C)c1
→ -5.5	8.8	-10.9	7.4	-0.5	13.6	30.2	-0.4	9.5	7.2
CCOC(=O)c1c(NC(=O)COC(=O)c2ncc(Cl)c(Cl)c2Cl)sc(C(=O)N(C)C)c1C
→ 17.8	.	1.8	.	.	33.2	4.8	-41.0	5.5	-4.1
CCc1cccc(C)c1NC(=O)CN1C(=O)c2ccccc2S1(=O)=O
→ 6.0	-1.5	-4.5	-27.6	0.3	20.7	4.0	.	-18.8	-4.5
Cc1ccc(C(=O)COC(=O)C(C)N2C(=O)C3C4C=CC(C4)C3C2=O)cc1C (stereo not given)
→ -2.0	-3.2	-6.5	-20.8	-7.1	22.5	-5.3	-0.1	0.9	-4.3
Cc1ccc(Oc2ccc(C(=O)NCc3ccncc3)cc2)cc1
→ -0.7	9.6	-0.1	-13.9	-0.8	3.5	1.3	0.0	-10.4	-5.9
CN(C(=O)CN1C(=O)S/C(=C\c2cccc(Cl)c2)C1=O)C1CCS(=O)(=O)C1 (stereo not given)
→ 1.5	-0.5	-15.8	9.4	1.6	19.3	16.4	-0.1	-10.3	-2.8
COc1ccc(C2C(C(=O)c3ccco3)=C(O)C(=O)N2CC2CCCO2)cc1OC (stereo not given)
→ -1.1	-4.0	-6.8	-31.8	9.1	14.8	30.7	0.2	-7.7	-0.3
Cc1oc(-c2ccccc2Cl)nc1CS(=O)(=O)CC(=O)NCCN1CCOCC1
→ -7.4	-4.4	17.4	-9.1	-5.5	11.9	9.8	0.1	4.3	-2.3
Nc1ccc(S(N)(=O)=O)cc1N
→ -5.5	4.4	14.2	-84.8	3.1	22.9	27.4	2.1	-2.4	17.9
O=C(O)C1CC=CCC1C(=O)Nc1ccc(N2CCN(Cc3ccccc3)CC2)cc1 (stereo not given)
→ 1.1	-0.4	16.2	-5.9	-1.7	-5.1	33.2	-0.7	-14.8	-0.7
O=C(NCCc1cccnc1)C1CCC(=O)N(Cc2ccc(Cl)cc2)C1 (stereo not given)
→ -1.4	-3.0	-8.8	-2.1	0.8	18.1	7.5	-0.6	6.3	-2.5
Cc1nnc(SCC(=O)N2CCN(S(=O)(=O)c3ccccc3)CC2)n1Cc1ccccc1
→ -4.5	11.3	2.1	-7.3	3.9	4.7	-4.2	0.7	-4.0	-4.9
O=C(NCC1CCN(Cc2cccc(Cl)c2)CC1)C1CCCN(c2ncnc3c2nc2n3CCCCC2)C1 (stereo not given)
→ 1.2	-10.1	7.5	-10.2	-3.5	.	-2.2	-0.1	-4.5	3.5
O=C(CSc1ccc(-c2ccccn2)nn1)c1ccccc1
→ -5.0	-0.2	-1.1	-71.0	-2.7	-5.6	43.1	2.5	-97.1	9.3
O=C(CN1C(=O)c2cccc3cccc1c23)Nc1ccccc1C(=O)NCc1ccco1
→ 6.3	-1.6	3.6	-9.4	-0.8	12.1	36.5	-0.1	-3.8	23.4
COc1ccccc1N1CCN(CC(=O)c2c(C)[nH]c3ccccc23)CC1
→ -2.5	3.7	2.1	2.2	0.8	-0.7	5.0	0.1	2.3	-6.2
Cc1ccc(NC(=O)C2CCN(S(=O)(=O)c3ccc(Cl)c(C(F)(F)F)c3)CC2)nc1
→ 7.0	.	0.4	.	.	16.1	8.9	2.0	-0.6	8.0
COc1ccc(C)cc1S(=O)(=O)N1CCC(C(=O)NCCc2ccccc2)CC1
→ -14.7	4.5	6.7	-41.9	3.1	7.1	7.7	1.7	7.7	-4.3
O=C(N/C(=C\c1cccnc1)C(=O)N1CCOCC1)c1cccc(Br)c1
→ -3.8	3.9	3.9	-7.5	-0.6	20.1	-1.6	0.2	28.4	-3.7
Cn1c(=O)[nH]c(=O)c2c1nc(N1CCCCCC1)n2CC(N)=O
→ 1.9	-2.2	69.8*	-3.4	0.5	1.0	-18.2	0.1	17.1	-1.7

# New compounds follow:
# Every second line gives: SKKanGAS inh	IEC-6 tox	Platelet DG rel	KLF5 inhibitor	HSP90 inh	AI-2 QS modul	HSF-1 act	HIF act	aSyn 5UTR inh	HSF1 inh
COC(=O)c1[nH]c(C)c(/C(O)=C2\C(=O)C(=O)N(CCN(C)C)C2c2ccco2)c1C (stereo not given)
→ -4.1	-1.1	5.0	-16.1	2.3	15.9	-6.5	0.0	-8.2	-2.1
CCOC(=O)C1CCN(c2c(NCc3ccc(C(=O)NCCC(C)C)cc3)c(=O)c2=O)CC1
→ 0.5	2.2	1.3	7.0	0.5	3.8	-6.8	0.5	-7.1	-7.6
Cc1cccc(C)c1N=C1SC(CC(=O)Nc2c(C)cccc2C)C(=O)N1CCc1ccccn1 (stereo not given)
→ 6.6	7.7	-2.5	-8.9	1.5	1.6	.	.	67.2*	.
Cc1cc(C)nc(/N=C2\NC(=O)CC(C(=O)O)N2c2cccc(Cl)c2)n1 (stereo not given)
→ -6.7	-4.4	2.0	-14.3	-0.3	2.2	2.5	0.2	20.9	-1.4
CN(CC(=O)Nc1ccc(F)cc1)C(=O)COC(=O)C1=COCCO1
→ -5.1	.	-4.6	.	.	8.1	12.2	2.3	5.3	0.3
CCCS(=O)(=O)N1CCN(Cc2ccc(OCc3ccccc3)c(OC)c2)CC1
→ 0.0	3.0	-6.8	-9.9	1.6	38.5	22.1	0.9	-6.0	2.8
Cc1ccc(CNC(=O)C(=O)Nc2nccs2)cc1
→ -0.8	-0.6	-3.6	-23.3	1.6	-25.0	-5.4	-0.4	11.5	0.2
CC(=O)c1ccc(N=C2C(=O)Nc3ccccc32)cc1
→ -4.5	-1.1	-4.4	-36.2	-2.3	-7.6	61.7*	3.5	-2.9	46.9
COc1ccccc1CC(=O)Nc1cccc(C)n1
→ -3.1	3.9	5.5	-25.1	-1.2	17.1	3.0	-0.1	-19.5	1.2
COc1ccc(OCCc2nnc(N)s2)cc1
→ -1.4	-6.0	-0.7	-17.2	-1.5	14.1	1.7	0.4	-4.2	-4.3
CC1CC(C)CN(CCCNC(=O)C2CCN(c3nnc(-n4cccc4)s3)CC2)C1 (stereo not given)
→ -10.2	-4.7	-7.2	4.2	0.1	13.7	3.6	0.1	10.6	-0.3
CC(C)Oc1ccc(CNC(=O)Cn2ccc3cc(S(=O)(=O)N4CCCC4)ccc32)cc1
→ 2.7	-9.3	4.8	-12.6	1.6	24.9	18.4	.	-1.6	4.9
Cc1ccc(C(c2nnnn2CS(=O)(=O)c2ccc(C)cc2)N2CCC(C(N)=O)CC2)cc1 (stereo not given)
→ -1.5	0.6	-0.6	-12.0	-2.8	22.0	-3.1	-26.9	1.0	-2.2
Cc1ccn(CC(=O)N2CCCC(N3CCN(c4ccccc4F)CC3)C2)n1 (stereo not given)
→ 2.7	3.7	2.7	11.2	2.0	8.6	15.6	-0.4	15.8	-0.5
O=C(CSc1nnc(-c2ccncc2)n1CCc1ccccc1)N1CCCC1
→ -4.0	-1.6	-0.5	4.2	1.5	5.3	1.0	-0.2	18.3	-5.4
Cc1cccc(C(=O)NCCCNC(=O)c2cccnc2)c1
→ 0.5	3.0	1.7	-3.8	1.0	7.3	-5.9	-0.6	7.4	2.2
CN(C)c1ccc(Sc2nnc(NC(=O)Nc3ccc(Cl)cc3Cl)s2)cc1
→ -8.8	-4.3	9.9	-25.1	-6.1	7.1	7.4	-0.5	-0.9	-2.9
Cc1nc(C)c(C(=O)NNC(=O)c2ccc(Br)cc2)s1
→ -1.4	-2.0	10.7	-9.8	-1.3	7.2	-11.8	-0.1	0.2	-3.3
Cc1ccc(C(=O)O/N=C/c2c(Cl)n(C)c3ccccc23)cc1
→ 0.0	0.2	2.3	3.6	2.4	28.0	1.5	0.2	2.3	-1.4
CCc1nc(N(CC)CC)c2oc3ccccc3c2n1
→ 4.3	-4.6	0.7	1.2	1.4	-1.3	5.2	0.1	26.8	1.2

# Next structures
# Every second line gives: SKKanGAS inh	IEC-6 tox	Platelet DG rel	KLF5 inhibitor	HSP90 inh	AI-2 QS modul	HSF-1 act	HIF act	aSyn 5UTR inh	HSF1 inh
CCN(CC(=O)Nc1c(F)cccc1F)C(=O)c1ccc(C#N)cc1
→ -22.7	3.0	0.7	-9.2	3.5	-3.3	22.0	-0.3	9.3	-1.5
CCOC(=O)c1ccc(N/C=C/C(=O)c2ccco2)cc1
→ 3.6	-0.5	6.9	-121.0	5.4	29.3	-36.1	1.9	-85.0	-29.2
CC(C)=C1C2C=CC1C(C(=O)Nc1cc(C)ccc1C)C2C(=O)O (stereo not given)
→ 2.6	-1.7	-38.0	-16.5	2.2	0.0	-19.6	-0.1	0.0	2.2
CC1Cc2ccccc2N1C(=O)CN1C(=O)C(=O)N(Cc2ccccc2)C1=O (stereo not given)
→ -1.0	10.3	-17.8	-4.1	4.5	5.8	1.1	-0.3	11.7	9.6
Clc1cccc(CN2CCc3c([nH]c4ccccc34)C2)c1
→ -1.7	8.5	-3.1	-45.1	4.0	.	15.1	-16.0	-30.5	-4.9
COc1ccccc1N(CC(=O)NCc1ccccc1)C(=O)CCC(=O)Nc1cc(C)ccn1
→ -4.2	1.2	-6.2	-28.1	1.4	1.1	-2.0	-0.4	-13.8	-2.3
Cc1ccccc1NC(=O)C(=O)NNC(=O)COc1ccc2ccccc2c1
→ ?	3.6	6.0	9.1	2.5	1.8	-3.1	-0.6	14.9	-5.3
CCCn1c(=O)c2sccc2n2c(CCCC(=O)NCC3CCCO3)nnc12 (stereo not given)
→ 2.6	2.0	1.4	3.5	0.5	16.4	-6.4	0.4	27.8	0.3
CN1CCc2c(sc3c2c(=O)n(-c2cccc(Cl)c2)c2nncn32)C1
→ -3.9	0.5	4.4	-15.7	2.6	24.2	-2.1	-0.1	10.4	-2.1
Cc1cc(C)c2c(=O)[nH]n(C(C)C)c2n1
→ -4.2	-3.2	2.5	-7.3	-4.7	5.8	-4.7	0.5	22.9	-0.1
CCN(CC)C(=O)C(=O)N/N=C/c1ccc(F)cc1
→ 0.6	-3.1	-6.3	-29.7	-1.6	0.1	4.2	0.2	22.6	-2.3
O=C1c2ccccc2C(=O)N1Cc1nc(-c2ccccn2)no1
→ 3.6	-1.9	9.2	5.4	-1.3	-12.2	-16.4	0.0	6.4	-12.8
Fc1ccc(/C=N/NC(=S)NCCc2ccccc2)cc1F
→ -6.2	1.5	12.2	-13.0	-0.8	2.8	19.8	0.7	-2.5	11.2
COC(=O)c1ccc(C2NC(=S)N(c3ccccc3)C(C)=C2C(=O)Nc2ccccc2OC)cc1 (stereo not given)
→ 6.8	-3.9	-0.1	-5.2	5.4	26.0	-3.5	0.2	20.8	8.6
CCOC(=O)Cn1c2ccc(OC)cc2c2nc3ccccc3nc21
→ -3.4	-1.6	1.5	-46.5	3.4	5.1	-4.2	0.2	20.0	-3.2
C=CCOc1ccc(/C=C/C(C)=N\O)cc1
→ 10.5	-1.2	24.0	-147.9	0.6	9.9	16.9	2.4	-109.8	12.4
CCOC(=O)c1ccc(N2CCN(c3cc(C)ccc3C)CC2)c(N)c1
→ -0.6	-5.9	1.8	-36.1	-2.0	-4.9	0.9	-0.5	3.6	-4.7
